# High-throughput results (PubChem)
# LYPLA1 inh – LYPLA1 (human) inhibition in PME1 counter-screen | O75608 | recombinant LYPLA1, FP-Rh probe fluorescence polarization | inhibition, % at 5.9 µM | 0.16% of 320,000 active;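 active means inhibition above the mean of all tested compounds plus 3 SD, set per campaign, cut at about 14% in these data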;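 further: inhibitors block serine hydrolase probe labeling of LYPLA1 so polarization falls; 0% = enzyme with DMSO and 100% = wells lacking LYPLA1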
# PAFAH1B3 FP inh – PAFAH1B3 (human) inhibition | Q15102 | recombinant PAFAH1B3, FP-rhodamine probe, fluorescence polarization | inhibition, % at 3.39 µM | 0.28% of 340,000 active | AID 492972;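 active means inhibition above the screen-wide average of all tested compounds plus 3 SD, cut at about 25% in these data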;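 further: 0% = enzyme with DMSO only and 100% = wells lacking PAFAH1B3 protein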
# GSTO1 inh – blocks human GSTO1 in RBBP9 counter-screen; P78417; recombinant GSTO1, activity-based probe fluorescence polarization; inhibition, % at 5.96 µM; 1.1% of 300,000 active;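 active means inhibition above the campaign mean inhibition plus 3 SD, cut at about 35% in these data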;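 further: 0% = GSTO1-1 with DMSO and 100% = wells lacking GSTO1-1 enzyme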
# LYPLA2 inh – LYPLA2 (human) inhibition in PME1 counter-screen; O95372; recombinant LYPLA2, FP-Rh probe fluorescence polarization; inhibition, % at 5.9 µM; 0.38% of 320,000 active; AID 2177;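 active means inhibition above the screen-wide mean plus 3 SD, limit set per campaign, cut at about 26% in these data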;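 further: 0% = LYPLA2 with DMSO and 100% = wells lacking LYPLA2 enzyme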
# Target sequence (O95372 whole entry, looked up): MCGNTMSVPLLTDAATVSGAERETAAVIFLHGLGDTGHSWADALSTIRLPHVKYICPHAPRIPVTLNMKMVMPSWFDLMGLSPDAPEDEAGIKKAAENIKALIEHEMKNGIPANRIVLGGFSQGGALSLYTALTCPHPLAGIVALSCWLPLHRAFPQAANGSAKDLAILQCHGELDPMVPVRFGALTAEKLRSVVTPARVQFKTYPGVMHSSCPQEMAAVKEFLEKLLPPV
# PREPL inhibitor – human PREPL enzyme inhibition | Q4J6C6 | recombinant PREPL, fluorescence polarization activity-based probe | inhibition, % at 5.96 µM | 0.68% of 320,000 active; in the data active means inhibition above about 43%;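 further: 0% = enzyme with DMSO and 100% = wells lacking enzyme; many of its hits are not listed in these tables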
# Target sequence (Q4J6C6 whole entry, looked up): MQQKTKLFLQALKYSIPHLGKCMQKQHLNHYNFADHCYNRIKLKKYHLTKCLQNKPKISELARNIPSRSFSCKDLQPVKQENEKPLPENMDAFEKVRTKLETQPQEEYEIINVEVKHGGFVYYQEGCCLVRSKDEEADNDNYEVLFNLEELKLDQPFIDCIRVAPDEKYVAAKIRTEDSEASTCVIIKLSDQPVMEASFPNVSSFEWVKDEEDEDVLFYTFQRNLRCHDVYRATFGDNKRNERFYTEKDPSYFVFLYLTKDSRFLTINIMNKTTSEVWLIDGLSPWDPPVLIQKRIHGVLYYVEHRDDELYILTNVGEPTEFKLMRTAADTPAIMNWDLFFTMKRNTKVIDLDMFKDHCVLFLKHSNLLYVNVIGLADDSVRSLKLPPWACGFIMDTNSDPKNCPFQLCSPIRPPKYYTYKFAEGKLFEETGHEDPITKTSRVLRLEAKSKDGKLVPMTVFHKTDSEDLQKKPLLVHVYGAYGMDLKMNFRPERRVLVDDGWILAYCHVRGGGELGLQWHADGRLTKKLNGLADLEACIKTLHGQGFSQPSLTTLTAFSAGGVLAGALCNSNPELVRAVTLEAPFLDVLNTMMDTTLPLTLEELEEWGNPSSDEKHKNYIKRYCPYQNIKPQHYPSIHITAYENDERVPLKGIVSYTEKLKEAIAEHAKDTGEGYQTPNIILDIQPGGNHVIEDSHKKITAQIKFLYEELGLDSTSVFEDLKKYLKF
# PAFAH1B2 FP inh – blocks human PAF acetylhydrolase 1b catalytic subunit 2; recombinant PAFAH1B2, FP-rhodamine activity probe, fluorescence polarization; 1.2% of 340,000 active; inhibition, % at 3.39 µM; AID 492953; P68402;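 active means inhibition above the mean of all tested compounds plus 3 SD, cut at about 24% in these data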;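 further: 0% = enzyme with DMSO and 100% = wells lacking PAFAH1B2; many of its hits are not listed in these tables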
# pPAFAH FP inh – inhibitors of human plasma PAF acetylhydrolase (pPAFAH). recombinant pPAFAH, FP-rhodamine probe fluorescence polarization. inhibition, % at 3.39 µM. 1.5% of 330,000 active. AID 463082;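 active means inhibition above the mean inhibition across the screen plus 3 SD, cut at about 25% in these data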;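 further: inhibitors block binding of the rhodamine activity-based probe so polarization drops; 0% = enzyme with DMSO and 100% = wells lacking pPAFAH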
# PAD4 inh – blocks human protein arginine deiminase 4; AID 485272; recombinant PAD4, RCA probe fluorescence polarization; inhibition, % at 6.36 µM; 0.41% of 330,000 active;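 active means percent inhibition above a cutoff equal to the mean of all tested compounds plus 3 SD, cut at about 15% in these data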;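 further: 0% = PAD4 with RCA probe and DMSO and 100% = probe without PAD4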
# PAFAH2 inh – PAFAH2 (human) inhibition. Q99487. recombinant PAFAH2, FP-rhodamine activity probe, fluorescence polarization. inhibition, % at 3.39 µM. 0.99% of 340,000 active. AID 492956;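 active means inhibition above the mean over all tested compounds plus 3 SD, cut at about 30% in these data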;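 further: inhibitors block probe labeling of enzyme so polarization drops; 0% = enzyme with DMSO and 100% = wells lacking PAFAH2 protein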
# The depositor's hits bear a star; / = not tested or not shown. These rows are one share of the data; the hit share may differ from the screen's.
SMILES,LYPLA1 inh,PAFAH1B3 FP inh,GSTO1 inh,LYPLA2 inh,PREPL inhibitor,PAFAH1B2 FP inh,pPAFAH FP inh,PAD4 inh,PAFAH2 inh
CC(C)OCC(O)CN1CCN(CCN2C(=O)c3cccc4cccc(c34)C2=O)CC1 (centres undefined),-4,6,6,3,5,4,3,3,4
COc1ccc(NC2c3ccccc3C(=O)N2Cc2ccc3c(c2)OCO3)cc1 (centres undefined),0,-3,7,6,1,1,4,0,3
COc1ccc(NCCC(O)c2ccc(Cl)cc2)cc1 (centres undefined),-3,0,9,-3,15,8,-3,-1,-7
COc1ccccc1OCCCn1c(=O)oc2ccccc21,0,4,1,1,-4,1,6,2,-2
Cc1ccc(-n2nc(C)c(=O)c(-c3ccccc3)c2NC(=O)C(C)C)cc1,0,/,-3,-1,3,/,3,1,/
Cc1c(C(=O)c2no[n+]([O-])c2C(=O)c2cnn(C)c2C)cnn1C,-1,8,40*,6,0,12,4,6,9
CCN(C(=O)CN1CCN(c2ccc(OC)cc2)CC1)c1c(N)n(Cc2ccccc2)c(=O)[nH]c1=O,0,9,-1,1,0,6,4,-1,1
CCOC(=O)c1sc2nc(C)nc(NCc3ccccc3OC)c2c1C,-2,5,2,-6,-3,9,2,-2,2
CS(=O)(=O)Nc1ccc(C(=O)N2CCN(c3ccccc3F)CC2)cc1,-3,-6,5,4,8,-2,0,-3,4
O=C(CSc1nnc2ccccn12)NCCc1ccc(F)cc1,0,5,1,1,-8,0,2,1,-5
CCN(CC)S(=O)(=O)c1cccc(-c2nnc(C(=O)c3ccc(C(F)(F)F)cc3)o2)c1,-1,7,2,6,0,-3,4,3,8
O=C(O)c1cc(NC(=S)NC(=O)C(c2ccccc2)c2ccccc2)ccc1Cl,-2,3,6,-5,-4,32*,-3,-2,4
CCOc1cccc(OCCOCCNC(C)(C)C)c1,0,-6,18,3,-1,4,-3,1,0
Cc1ccc(-n2c(SCC(=O)Nc3cccc(C)c3)nc3c(oc4ccccc43)c2=O)cc1,-6,/,2,-13,-1,/,0,-6,/
COc1ccc(COC(=O)N/N=C/c2cccs2)cc1,2,5,3,-2,1,4,5,-4,2
O=S(=O)(NCC1CN(S(=O)(=O)c2c(F)cccc2F)C1)c1ccc2c(c1)OCCO2,1,9,/,5,15,2,3,-1,5
O=C(Cn1cnc2ccccc2c1=O)NCc1cccs1,1,5,5,2,-6,2,4,-3,1
O=C(NS(=O)(=O)c1ccccc1Cl)c1ccc[nH]1,-4,/,4,-6,2,/,2,5,/
CN(C)Cc1c(C(=O)N/N=C/C2CC=CCC2)nnn1-c1nonc1N (centres undefined),0,-4,7,-3,10,0,7,4,18
COn1c(C)c(C(C)=O)c2c3no[n+]([O-])c3ccc21,0,5,4,0,14,10,0,-3,4
COc1ccc(CC(=O)N(C)Cc2cccc(F)c2)cc1S(=O)(=O)N1CCOCC1,-4,4,-8,-1,5,1,-1,-1,-6
CC(c1ccncc1)C(C)c1ccncc1 (centres undefined),-1,7,3,1,4,6,5,2,6
CCCCC#Cc1cncc(C(=O)N/N=C/c2ccccc2)c1,-2,4,-11,6,14,0,-4,3,-5
COc1ccc(Br)cc1CNC(=O)CCN1C(=O)COc2ccccc21,4,15,5,-1,-10,3,3,-6,-4
CS(=O)(=O)N(CC(=O)NC1CCCC1)Cc1ccc(Cl)cc1,-4,10,5,-2,3,10,0,5,6
Cc1cccc(C)c1NC(=O)C1C2C=CC(C2)C1C(=O)NCc1ccccn1 (centres undefined),1,0,1,4,6,3,7,0,3
CC(NC(=O)COC(=O)c1ccccc1Nc1ccccc1)c1ccccc1 (centres undefined),-1,3,5,-2,4,-1,3,3,9
Cc1cc(C(=O)OCC(=O)N(C)c2c(N)n(Cc3ccccc3)c(=O)[nH]c2=O)c(C)n1-c1ccccc1,2,13,/,7,-5,2,1,7,5
CC(C)NS(=O)(=O)c1ccc(OCC(N)=O)c(Cl)c1,4,8,-2,4,-6,-4,-2,-7,5
Cc1cc(C)n(CCCNC(=O)CCNS(=O)(=O)c2ccccc2C(F)(F)F)n1,2,1,3,4,1,4,1,-7,6
S=C(Nc1ccc(Oc2ccccc2)cc1)NC1CCCC1,1,0,4,15,3,2,-1,-2,0
CN(C)C(=O)CSc1nc2ccc(N3C(=O)c4ccccc4C3=O)cc2s1,-6,6,-3,-5,-64,-1,-4,-1,-5
COc1cc(-c2nnc(CSc3nnc(Nc4ccc(Oc5ccccc5)cc4)s3)o2)cc(OC)c1OC,-9,-5,0,11,7,4,8,-3,-19
COc1ccc(-n2c3c(cc(C#N)c2=O)C(=O)CCC3)cc1,2,7,-6,4,-7,-6,3,0,-4
COc1ccc(C)cc1S(=O)(=O)N(C)CC(=O)NC1CCCCC1,1,15,1,-1,-3,-1,-2,-3,4
C/C(=N\N1CCN(c2ccc(Cl)cc2)CC1)c1cccs1,4,3,3,5,8,6,3,-2,6
Cc1cccc2[nH]c(-c3ccc(NC(=O)c4ccco4)cc3)nc12,-15,-7,-31,-21,-4,0,-4,-3,-7
CCOC(=O)[C@@H]1[C@H]2COc3ccc(Br)cc3[C@@H]2N2C(=O)N(c3ccc(F)cc3)C(=O)[C@]12C,-4,1,6,-3,-25,0,5,-8,4
S=C1NCCOCCOCCOCCNC(=S)NCCOCCOCCOCCN1,1,4,4,-1,-6,0,-5,-4,7
CCOC(=O)C1(Cc2cccc(Cl)c2)CCCN(C(=O)CCOC)C1 (centres undefined),0,6,-14,0,23,-3,2,-7,1
O=C(CN1CCN(c2ccccc2O)CC1)Nc1ccc2c(c1)CCC2,-1,-4,0,-4,-69,3,8,-1,8
CC(=O)c1cnc2cc(-c3ccc(C)cc3)nn2c1C,-1,7,14,2,-14,-1,-2,0,4
Brc1ccc(-c2noc3c2-c2nc(-c4ccccc4)sc2CC3)cc1,-2,-2,9,2,0,-4,2,0,2
Cc1ccc(CN2CCN(/N=C/c3cc([N+](=O)[O-])ccc3Cl)CC2)cc1,-3,10,13,1,26,-2,-4,1,-3
Clc1ccccc1C(c1nnnn1Cc1ccco1)N1CCN(Cc2ccco2)CC1 (centres undefined),0,7,6,2,5,8,6,-5,5
O=C(c1ccccn1)N(c1ccccc1)C1(C(=O)NC2CCCCC2)CCCCC1,1,6,-2,-3,9,3,1,-1,-1
CCN(CCn1cccn1)C(=O)CC1C(=O)NCCN1Cc1cc(OC)cc(OC)c1 (centres undefined),-1,1,0,-3,-1,0,8,2,-6
COc1ccc(NC(=O)c2cnc(SC)nc2)cc1,-1,8,2,-2,-16,6,2,-1,-1
Cc1cccc(N(C(=O)CNC(=O)c2ccco2)C(C(=O)NC2CCCC2)c2cccnc2)c1 (centres undefined),4,5,6,10,2,8,-2,0,1
Cc1c(OCC(=O)N(C)C)ccc2c3c(c(=O)oc12)CCCCC3,-1,0,-4,-1,-17,3,1,11,2
COc1ccc(-c2ccnc3nc(N4CCN(c5ccccc5)CC4)nn23)cc1,-6,11,0,-7,10,11,4,-2,9
O=C(c1ccc([N+](=O)[O-])c(CS(=O)(=O)c2ccc(Cl)cc2)c1)N1CCCCC1,-5,6,5,-2,12,3,-2,-1,-1
CN(CC(=O)Nc1ccccc1Br)C(=O)COc1ccc2ccccc2c1,1,5,/,5,-8,-2,2,-2,3
Cc1ccc(C(=O)c2c3ccc(C(F)(F)F)cc3[n+]([O-])n2CCCN)cc1,-3,4,4,-2,24,-2,7,3,-1
CCOC(=O)C1CCN(C(=O)CNC(=O)OC(C)(C)C)CC1,4,0,3,8,11,-1,1,4,2
Cc1nc(C)n(CC(=O)c2ccc(Cl)cc2Cl)n1,4,-1,4,10,3,0,4,1,2
Cc1ccccc1-n1c(C)nnc1SCc1nc2ccccc2s1,-3,-5,3,6,2,1,7,0,-3
O=C(NN=C1CCCCCC1)c1ccc2c(c1)OCO2,1,16,0,4,-1,8,4,-4,6
CCN(C(=O)CSc1ncn[nH]1)C1CCCCC1,-2,-3,2,8,-1,7,3,3,5
O=C(Cc1ccc(Cl)cc1)Nc1ccc(-c2cc3ccccc3oc2=O)c(Cl)c1,-33,-40,-44,-61,-1,-21,-24,5,-47

# Next compounds
SMILES,LYPLA1 inh,PAFAH1B3 FP inh,GSTO1 inh,LYPLA2 inh,PREPL inhibitor,PAFAH1B2 FP inh,pPAFAH FP inh,PAD4 inh,PAFAH2 inh
CCOc1ccccc1NC(=O)CN1C(=O)COc2ccc(Cl)cc21,1,8,1,-8,0,-3,3,2,5
CCOc1cc(/C=N/NC(=O)C(O)(c2ccccc2)c2ccccc2)ccc1OC(=O)c1ccco1,-24,4,9,-51,6,2,5,2,-10
C/C(=N\NC(=O)c1ccc(CSc2cccc3cccnc23)cc1)C1CCCCC1,-19,-2,4,-16,4,2,6,0,-5
CC(=O)c1cccc(CN2CCCC(CCC(=O)NCc3ccc(F)c(F)c3)C2)c1 (centres undefined),-1,6,4,-2,14,0,4,-1,12
Cc1ccccc1C(OCCN(C(C)C)C(C)C)c1ccccc1 (centres undefined),0,0,3,-7,-3,-7,2,3,-5
COCCn1c(CN(C)Cc2ccccc2)nc2c1c(=O)n(C)c(=O)n2C,-2,3,-1,9,53*,4,4,2,1
Cc1ccc(S(=O)(=O)N2CC(O)C[C@H]2C(=O)OCC(=O)Nc2ccc(N3CCCCC3)cc2)cc1C (some centres undefined),-1,3,9,-6,17,1,25*,0,9
COc1ccc(C2C(C(C)=O)=C(O)C(=O)N2c2ccc(F)cc2)cc1 (centres undefined),-1,1,3,-1,-3,1,2,-5,0
O=C1/C(=C/c2cccc(Br)c2)SC(=S)N1/N=C/c1cc([N+](=O)[O-])ccc1O,0,2,-8,-2,10,0,11,-3,10
CCOC(=O)CSc1nc(C)c2ccccc2n1,-1,-5,3,-2,-1,2,2,0,7
COc1cc(Cn2ccnc2)c(OC)cc1Cn1ccnc1,1,-10,6,3,4,-3,1,0,-4
C/C(=N\NC(=S)NCCc1ccccc1)c1ccc(Cl)cc1Cl,-13,8,7,-13,-15,5,-3,1,0

# Structures above that have a tert-butyl group, in the order listed:
SMILES,LYPLA1 inh,PAFAH1B3 FP inh,GSTO1 inh,LYPLA2 inh,PREPL inhibitor,PAFAH1B2 FP inh,pPAFAH FP inh,PAD4 inh,PAFAH2 inh
CCOc1cccc(OCCOCCNC(C)(C)C)c1,0,-6,18,3,-1,4,-3,1,0
CCOC(=O)C1CCN(C(=O)CNC(=O)OC(C)(C)C)CC1,4,0,3,8,11,-1,1,4,2

# Following part.
SMILES,LYPLA1 inh,PAFAH1B3 FP inh,GSTO1 inh,LYPLA2 inh,PREPL inhibitor,PAFAH1B2 FP inh,pPAFAH FP inh,PAD4 inh,PAFAH2 inh
COC(=O)c1c(NC(C)=O)sc(C(=O)N2CCOCC2)c1C,1,8,-1,-5,-7,-4,3,0,-1
COCCNC(=S)Nc1ccc([N+](=O)[O-])cc1C,-3,0,34,2,14,4,1,-2,-7
CC1CCN(C(=O)COC(=O)c2cc3ccccc3oc2=O)CC1,/,7,/,/,7,1,-3,4,13
O=C(NC(=S)Nc1nc2ccccc2s1)c1ccco1,-6,7,-35,-1,3,4,4,8,-1
COc1ccc(C(=O)c2ccc(Cl)cc2Cl)cc1,1,2,-8,-4,14,3,8,-5,-8
COc1ccccc1NS(=O)(=O)c1ccc2oc(SC(C)C(=O)N3CCNC3=O)nc2c1 (centres undefined),-1,0,/,3,-3,3,4,2,6
CC(=O)Nc1ccc(NC(=O)C(C)N2CCN(S(=O)(=O)c3ccc(C)cc3)CC2)cc1 (centres undefined),0,1,-3,-3,2,5,-3,-2,0
Cn1c(CSCc2ccc(F)cc2)nnc1SCC(=O)Nc1cccc(C(=O)O)c1,-2,4,1,-3,6,7,-8,6,12
